OXTR potentiate: human OXTR potentiators, primary screen, fluorescence, CHO-OTR cells, Fluo-8 calcium | Oxytocin receptor (Homo sapiens), P30559 | Fluo-8 calcium fluorescence, potentiator mode; 0% = oxytocin EC15, 100% = EC100 | activation, % at 3 µM | hit rate 0.061% among 320,000 | AID 2445, 2010;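 active = activation above that plate's cutoff, the mean activation of tested compounds plus 3 SD, cut at about 6.6% in these data, passing the limit was not always enough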;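 also: 100% uses oxytocin at 75 nM as the full agonist control; some results filed as inactive read as strong as hits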
Target sequence (P30559 whole entry, looked up): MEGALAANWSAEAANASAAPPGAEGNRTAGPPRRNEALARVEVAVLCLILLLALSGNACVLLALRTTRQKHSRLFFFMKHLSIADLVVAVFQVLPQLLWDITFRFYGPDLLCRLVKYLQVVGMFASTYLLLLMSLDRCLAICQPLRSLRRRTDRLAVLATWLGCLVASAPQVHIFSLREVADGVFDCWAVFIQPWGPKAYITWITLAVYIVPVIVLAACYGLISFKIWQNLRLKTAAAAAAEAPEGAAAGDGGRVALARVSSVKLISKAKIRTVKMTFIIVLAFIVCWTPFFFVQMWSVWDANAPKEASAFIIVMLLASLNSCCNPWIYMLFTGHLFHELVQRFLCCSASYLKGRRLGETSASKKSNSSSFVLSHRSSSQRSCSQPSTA
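Assay system: CHO-OTR cells, human receptor / Also added: oxytocin at about EC15, sub-maximal agonist stimulus / Dosing: single dose, 3.0 µM nominal final compound concentration / Incubation: 6 min pre-incubation, 100 s read / Technique: Fluo-8 calcium dye fluorescence / Read-out: % activation vs EC15 and EC100 oxytocin / Benchmarks: EC15 oxytocin low, 75 nM oxytocin high / Replicates: singlicate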
V1R ag counter: agonists of human V1a receptor, primary screen, counter-screen for OXTR agonist project, fluorescence, CHO-V1R cells; Vasopressin V1a receptor (Homo sapiens), P37288; Fluo-8 calcium fluorescence, agonist mode; 0% DMSO, 100% 3 nM vasopressin; activation, % at 3 µM; hit rate 0.25% among 320,000;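 active = activation above the mean activation of all tested compounds plus 3 SD, per screening run, cut at about 20% in these data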;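 also: signal is peak over basal fluorescence ratio across a 100 second FLIPR read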
CHO parental Ca: ATP-evoked calcium signal inhibitors, parental CHO, primary screen, counter-screen for OX1R antagonist project, cell-based, fluorescence, Fluo-8 calcium dye | hit rate 0.63% among 330,000 | inhibition, % at 5.6 µM | parental CHO-K1, ATP-induced calcium, Fluo-8 fluorescence;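 active = inhibition above that plate's mean sample inhibition plus 3 SD, cut at about 26% in these data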;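 also: 0% = ATP-challenged DMSO wells and 100% = DMSO wells without ATP; some compounds past the cut are filed as inactive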
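material = parental CHO cells | also added = ATP as calcium-mobilizing challenge | dosing = single point at 5.6 µM | detection = intracellular calcium via Fluo-8 no-wash fluorescent dye | read-out = % inhibition | benchmarks = low control ATP plus DMSO, high control DMSO only | repeats = one well per compound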
M1 ag parental: counter-screen for M1 agonists: effect in parental CHO-K1 cells | Fluo-8 calcium fluorescence; scaled to maximal ATP response, vehicle zero | activation, % at 3 µM | hit rate 0.48% among 360,000; in the data active = activation above about 15%;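 also: untransfected CHO-K1 host cells lacking M1 receptor as counterscreen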
M1 PAM parental: nonselective calcium activators in parental CHO-K1 cells, primary screen, counter-screen for M1 PAM project, cell-based, Fluo-8 calcium fluorescence, full deck, 1536-well. activation, % at 3 µM. ATP EC20; 0% at ATP EC20, 100% at ATP max. hit rate 0.02% among 360,000. AID 602247, 2012;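 active = activation above the run cutoff, the mean activation of all test compounds plus 3 SD, cut at about 40% in these data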;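 also: peak over basal fluorescence ratio in a 140 s read after ATP addition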
CHO-K1 Ca antag: counter-screen for M1 antagonists: effect in parental CHO-K1 cells | ATP-induced calcium, Fluo-8 fluorescence | inhibition, % at 3 µM | hit rate 0.6% among 360,000;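 active = inhibition above a per-plate cutoff, the plate's mean sample inhibition plus 3 SD, cut at about 24% in these data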;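 also: 0% = DMSO plus EC80 ATP and 100% = DMSO alone without ATP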
TAAR1 antagonist: human TAAR1 antagonists, primary screen, Fluo-8 calcium fluorescence, CHO RD-HGA16 cells | antagonist | AID 624466, 2012 | inhibition, % at 3 µM | Trace amine-associated receptor 1 (Homo sapiens), Q96RJ0 | hit rate 1.5% among 360,000;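 active = inhibition above a per-plate cutoff, the mean inhibition of test compounds on that plate plus 3 SD, cut at about 49% in these data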;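 also: 0% = DMSO plus EC80 beta-PEA response and 100% = DMSO alone without agonist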
Target sequence (Q96RJ0 whole entry, looked up): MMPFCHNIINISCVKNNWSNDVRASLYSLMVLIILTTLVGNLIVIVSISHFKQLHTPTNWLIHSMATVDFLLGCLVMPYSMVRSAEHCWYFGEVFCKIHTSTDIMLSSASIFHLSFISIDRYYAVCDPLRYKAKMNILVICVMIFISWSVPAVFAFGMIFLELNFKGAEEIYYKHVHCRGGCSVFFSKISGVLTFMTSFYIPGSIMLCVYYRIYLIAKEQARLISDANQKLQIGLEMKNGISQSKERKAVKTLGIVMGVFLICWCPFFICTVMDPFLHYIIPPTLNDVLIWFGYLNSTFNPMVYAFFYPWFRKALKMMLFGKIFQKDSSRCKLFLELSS
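Assay system: CHO-derived RD-HGA16 cells stably expressing human TAAR1 plus Gα16. Timing: 140 s kinetic read after compound, 140 s after agonist. Technique: kinetic Fluo-8 calcium fluorescence measurement. Measure: % inhibition of agonist calcium response.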
OXTR agonist: human OXTR agonists, primary screen, fluorescence, CHO-OTR cells, Fluo-8 calcium; hit rate 0.32% among 320,000; AID 2435, 2010; activation, % at 3 µM; Oxytocin receptor (Homo sapiens), P30559; Fluo-8 calcium fluorescence; normalized: DMSO 0%, oxytocin 100%;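 active = activation above the mean of all tested compounds plus 3 SD, cutoff set per screening run, cut at about 20% in these data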;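 also: peak over basal fluorescence ratio from a 100 s FLIPR kinetic read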
GPR7 antagonist: GPR7 receptor antagonists, primary screen, cell-based, fluorescence, single concentration; Neuropeptides B/W receptor type 1 (Homo sapiens), P48145; GPR7-expressing cells, fluorescence antagonist assay; inhibition, % at 4.4 µM; hit rate 1.1% among 290,000; AID 1861, 2009; in the data active = inhibition above about 16%, passing the limit was not always enough;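 also: cells stimulated with the agonist NPW; 0% = agonist with vehicle and 100% = vehicle without agonist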
Target sequence (P48145 whole entry, looked up): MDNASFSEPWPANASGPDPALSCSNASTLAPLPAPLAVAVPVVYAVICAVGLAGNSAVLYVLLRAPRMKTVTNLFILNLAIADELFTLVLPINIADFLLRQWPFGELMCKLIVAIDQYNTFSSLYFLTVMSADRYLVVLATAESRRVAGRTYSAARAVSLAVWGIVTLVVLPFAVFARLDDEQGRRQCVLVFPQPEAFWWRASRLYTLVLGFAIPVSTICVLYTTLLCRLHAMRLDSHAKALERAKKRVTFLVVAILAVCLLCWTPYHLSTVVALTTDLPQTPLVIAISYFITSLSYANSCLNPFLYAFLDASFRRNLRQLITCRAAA
Starred values were filed as active, the others as inactive; nt = no result given.

SMILES	OXTR potentiate	V1R ag counter	CHO parental Ca	M1 ag parental	M1 PAM parental	CHO-K1 Ca antag	TAAR1 antagonist	OXTR agonist	GPR7 antagonist
c1ccc2c(c1)OCC(CNc1ncnc3nc[nH]c13)O2 (stereo not drawn)	-10.5	101.5*	76.0*	109.3*	-7.3	44.4*	105.1*	80.8*	3.8
CCN(C(=O)COC(=O)c1cc(-c2ccc(C)o2)nc2ccccc12)C1CCS(=O)(=O)C1 (stereo not drawn)	1.6	-0.2	-8.7	0.9	-4.9	-3.6	4.1	-0.7	-16.5
CCC(=O)Nc1ccc2c(c1)nc(CCN1CCN(c3ccccc3)CC1)n2C	-5.4	0.5	-13.4	-0.1	-23.5	7.9	4.7	-0.4	1.4
CC(OC(=O)C1CCCCC1)C(=O)Nc1cccc([N+](=O)[O-])c1 (stereo not drawn)	-1.7	0.2	-9.2	0.8	-11.5	-3.7	-10.5	-0.4	nt
Cc1ccc(S(=O)(=O)N2CCN(C(=O)c3cc(C4CC4)nc4c3cnn4C(C)C)CC2)cc1	-4.2	-0.6	-22.7	4.2	5.2	6.3	29.6	-2.0	nt
Nc1ccc(S(=O)(=O)Nc2nccc(/C=C/c3ccccc3F)n2)cc1	0.5	2.2	-2.0	2.8	18.7	-10.2	-2.9	1.0	2.4
C[C@H](O)[C@@H]1C(=O)N2CCc3ccc(N4CCN(C)CC4)cc3[C@@H]2C[C@@H]1N(C)C(=O)c1cccnc1	nt	nt	nt	0.1	6.8	-3.7	0.0	nt	nt
Cc1[nH][nH]c(=O)c1C(c1ccc(-c2ccc(Cl)cc2)o1)c1c(C)[nH][nH]c1=O	1.1	0.5	-1.6	1.3	23.2	-9.2	2.7	0.0	-8.8
COc1ccc(-n2nc(C(=O)NCC(=O)NCC3CCCO3)c3ccccc3c2=O)cc1 (stereo not drawn)	2.6	-0.4	-3.5	0.7	9.5	-6.2	7.3	0.7	-10.9
CCNC(=S)N/N=C(\C)c1ccco1	-8.7	0.1	-0.7	0.3	13.8	-4.5	5.0	0.7	-19.6
O=C(Cc1ccccc1[N+](=O)[O-])OCC(=O)N1CCN(c2ccccc2)CC1	0.9	1.2	-8.2	0.3	-21.5	2.7	-5.3	0.3	nt
CCC(=O)N1CCc2cc(S(=O)(=O)CCC(=O)NCCc3ccc(S(N)(=O)=O)cc3)ccc21	-6.7	-0.4	-5.0	-0.3	5.6	-2.8	-12.6	0.3	-6.1
O=C(CCn1nnc2ccccc21)Nc1nnc(COc2ccc(F)cc2)s1	-0.1	2.5	-12.4	0.9	10.9	8.1	4.2	2.7	-5.3
Cn1cc(/C=C(\NC(=O)c2ccccc2Cl)C(=O)NCCN2CCOCC2)c2ccccc21	-3.6	1.6	-12.8	0.7	21.1	10.5	-0.4	1.2	-9.1
CN(C)CCNC(=O)CN1C(=O)CSc2ccc(S(=O)(=O)N3CCCCC3)cc21	-2.6	-0.7	1.0	0.2	-10.5	-9.1	-1.0	-0.7	-9.2
CC1CN(C(=O)C(C)N2C(=O)c3ccccc3C2=O)CC(C)O1 (stereo not drawn)	-6.0	0.0	3.5	0.2	13.4	-8.2	24.6	0.5	-8.7
Cc1nn(C(=O)CCCn2cc([N+](=O)[O-])cn2)c(C)c1Cl	-11.7	-0.9	-18.4	0.6	16.3	-17.9	3.0	-1.6	-22.6
Cc1cccc(C)c1OCC(=O)Nc1ccccc1C(F)(F)F	5.1	-1.3	-12.1	0.7	-11.0	-22.9	9.7	-0.6	-17.2
O=C(Cn1cnc2cc([N+](=O)[O-])ccc2c1=O)Nc1ccc2c(c1)OCO2	-6.1	0.1	-5.0	-0.3	13.5	-6.2	-13.7	-1.2	-1.8
O=C(c1ccco1)N1CCN(c2cccc(Cl)c2)CC1	-0.4	0.6	-13.1	1.9	16.1	-16.8	0.6	-0.8	-4.3
Cc1ccc(-c2nc(Nc3cccc(O)c3)c3ccccc3n2)cc1	-14.4	0.2	14.8	1.9	2.3	8.2	46.4	4.0	12.7
COc1ccc(Cl)cc1NC(=O)CN(C)C(=O)C12CC3CC(CC(Cl)(C3)C1)C2	nt	nt	nt	0.2	5.2	8.8	14.8	nt	-8.4
COc1ccccc1NC(=O)COC(=O)C12CC3CC(CC(Br)(C3)C1)C2	-8.9	1.9	-50.3	-0.3	19.6	-19.8	13.5	0.2	nt
O=S(=O)(Nc1cccc(S(=O)(=O)N2CCCC2)c1)c1ccccc1F	-4.8	2.2	-12.0	0.0	16.4	-1.1	-20.4	3.3	nt
O=C(NCCCN1CCCC1=O)c1cccnc1	0.1	0.6	-1.0	1.3	24.3	-12.9	2.6	-0.7	-9.0
CC(C)(C)NC(=O)CN(C(=O)CNC(=O)c1cccs1)c1ccccc1F	-2.9	1.7	1.3	3.9	17.9	-18.4	-11.5	1.0	-9.6
COc1cc(/C=N/NC(=O)c2ccc([N+](=O)[O-])cc2Cl)cc(Br)c1O	-4.2	0.4	-1.7	4.3	15.2	6.7	0.2	2.1	0.5
N#Cc1cc(-c2ccccc2)cn(Cc2c(Cl)cccc2Cl)c1=O	-2.8	0.2	-7.0	0.3	10.9	-7.2	-28.9	-0.2	1.3
COc1ccc(C)cc1S(=O)(=O)NCc1cccs1	-3.1	1.7	-6.1	0.8	15.7	-8.5	-18.3	0.4	0.9
CC(C)c1cccc(-c2ccc3c(c2)S(=O)(=O)c2cccc(C(=O)O)c2C3=O)c1	5.0	0.1	-6.2	0.1	-5.5	-7.9	-13.3	-0.3	nt
Cc1ccccc1-c1nn(-c2ccc(F)cc2F)cc1CNCC(C)O (stereo not drawn)	-8.3	1.6	-9.0	0.5	-11.8	7.0	7.2	0.8	3.1
CN(C)CCNc1ccc(Cl)cc1[N+](=O)[O-]	2.0	0.6	-1.8	0.6	7.8	1.6	-9.0	1.3	1.0
O=C1C(Cc2c[nH]c3ccccc23)NC(=S)N1C1CCCCC1 (stereo not drawn)	2.9	-0.5	2.0	1.4	14.2	1.1	-9.5	0.9	-31.4
O=S(=O)(c1ccccc1F)N1CCN(C(=S)NCc2ccccc2)CC1	-10.6	2.9	-7.2	3.6	6.8	-17.4	-2.9	0.7	5.5
Cc1cc(C)n(/N=C/c2c[nH]c3ccccc23)c(=O)c1C#N	0.4	0.2	-15.3	-0.2	20.1	-6.4	-19.0	-0.9	-7.1
CC[C@H](C)Cc1cn([C@@H](CCCCNC(=O)OC(C)(C)C)C(=O)NCCCCCCCCCCC(=O)N2CCN(C(=O)OC(C)(C)C)CC2)nn1	-8.7	5.5	20.4	5.4	-6.1	-0.9	62.8*	-0.1	nt
COc1ccc(C(=O)N(CN2CCCC2=O)c2ccc(C)cc2)cc1	1.7	0.3	-8.9	-0.5	8.5	-2.5	-0.9	0.1	-0.9
O=C(c1ccc(CSc2ccccc2)cc1)N1CCCCCC1	-12.9	4.2	-20.0	0.4	-11.9	10.6	7.7	-1.7	4.3
Cc1ccc(S(=O)(=O)NCc2ccccc2)cc1C(=O)NCc1ccccn1	4.6	0.0	-17.9	1.7	-1.1	-5.9	-9.2	-0.2	-12.9
O=C(Nc1cccc(S(=O)(=O)N2CCCC2)c1)c1cccc(S(=O)(=O)N2CCOCC2)c1	-3.3	2.3	-15.9	2.7	-4.9	0.9	2.1	2.9	nt

Gathered by group, the entries above containing a cyano group (two)
SMILES	OXTR potentiate	V1R ag counter	CHO parental Ca	M1 ag parental	M1 PAM parental	CHO-K1 Ca antag	TAAR1 antagonist	OXTR agonist	GPR7 antagonist
N#Cc1cc(-c2ccccc2)cn(Cc2c(Cl)cccc2Cl)c1=O	-2.8	0.2	-7.0	0.3	10.9	-7.2	-28.9	-0.2	1.3
Cc1cc(C)n(/N=C/c2c[nH]c3ccccc23)c(=O)c1C#N	0.4	0.2	-15.3	-0.2	20.1	-6.4	-19.0	-0.9	-7.1

(cont.)
SMILES	OXTR potentiate	V1R ag counter	CHO parental Ca	M1 ag parental	M1 PAM parental	CHO-K1 Ca antag	TAAR1 antagonist	OXTR agonist	GPR7 antagonist
C=CCNc1c2c(nc3nnnn13)CCCC2	-11.7	0.8	-4.2	0.6	-6.8	-8.4	-23.0	-0.6	1.8
C/C(Cl)=C/CN1C(=O)C2C3C=CC(C3)C2C1=O (stereo not drawn)	-3.3	0.9	-6.1	-0.2	-2.0	10.3	3.1	1.7	17.8
O=C(NCc1ccccn1)C(=O)NN=C1CCCCCCC1	-7.1	-1.8	8.9	-1.3	-13.2	2.1	-8.2	0.1	-6.6
CC1CCCN(C(=O)c2ccc(-c3ccccc3Cl)o2)C1 (stereo not drawn)	-5.7	-1.0	-5.4	-0.2	-0.2	-7.0	1.4	-2.7	nt
CC(Sc1nnc(-c2cccs2)n1-c1ccccc1)C(=O)NCc1ccco1 (stereo not drawn)	4.6	0.3	-30.8	0.4	9.0	-7.1	-0.8	-0.8	-7.3
CNC(=O)C[C@H]1C(=O)N(c2ccc(OC)cc2)C[C@@H]1CSC	nt	nt	nt	0.1	7.3	0.3	14.7	nt	nt
CC(CC(=O)Nc1ccncc1)c1ccccc1 (stereo not drawn)	-6.5	0.8	-15.4	1.0	13.0	-15.3	-6.9	0.7	-4.6
NC(=O)Nc1ccc(C(=O)OCC(=O)Nc2ccc(Cl)cn2)cc1	-2.3	0.8	-8.9	0.9	-9.7	-6.5	-3.1	1.8	-16.4

In the list so far, these contain a thiophene ring, fused or not.
SMILES	OXTR potentiate	V1R ag counter	CHO parental Ca	M1 ag parental	M1 PAM parental	CHO-K1 Ca antag	TAAR1 antagonist	OXTR agonist	GPR7 antagonist
CC(C)(C)NC(=O)CN(C(=O)CNC(=O)c1cccs1)c1ccccc1F	-2.9	1.7	1.3	3.9	17.9	-18.4	-11.5	1.0	-9.6
COc1ccc(C)cc1S(=O)(=O)NCc1cccs1	-3.1	1.7	-6.1	0.8	15.7	-8.5	-18.3	0.4	0.9
CC(Sc1nnc(-c2cccs2)n1-c1ccccc1)C(=O)NCc1ccco1 (stereo not drawn)	4.6	0.3	-30.8	0.4	9.0	-7.1	-0.8	-0.8	-7.3

Screening data deposited in PubChem by The Scripps Research Institute Molecular Screening Center.
